TbREL1 inh: TbREL1 RNA ligase inhibitors, primary screen, biochemical, FRET fluorescence. TbREL1 RNA ligation. inhibition, % at 9.66 µM. 89,000 compounds, 0.49% hits;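 active means inhibition above the mean inhibition across all screened compounds plus 3 SD, cut at about 11% in these data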;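 further: 0% = plate median of test wells and 100% = NSC42067 control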
Target sequence (P86926 whole entry, looked up): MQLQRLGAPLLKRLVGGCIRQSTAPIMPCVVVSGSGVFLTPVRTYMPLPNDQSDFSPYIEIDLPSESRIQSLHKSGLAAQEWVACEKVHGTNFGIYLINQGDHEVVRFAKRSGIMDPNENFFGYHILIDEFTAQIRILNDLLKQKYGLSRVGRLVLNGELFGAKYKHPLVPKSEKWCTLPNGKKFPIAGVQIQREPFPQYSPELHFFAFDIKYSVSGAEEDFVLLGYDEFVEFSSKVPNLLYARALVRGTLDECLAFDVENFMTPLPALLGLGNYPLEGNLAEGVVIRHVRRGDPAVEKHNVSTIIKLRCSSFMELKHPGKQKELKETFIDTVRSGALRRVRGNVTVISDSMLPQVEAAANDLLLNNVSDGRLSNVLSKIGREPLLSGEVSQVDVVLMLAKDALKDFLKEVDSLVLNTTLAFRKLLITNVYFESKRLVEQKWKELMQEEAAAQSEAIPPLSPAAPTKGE
An asterisk follows results filed as active. Not all compounds are listed; the hit share may differ from the screen's.

SMILES | TbREL1 inh
CC1(c2cccc(Br)c2)NC(=O)N(CC(=O)Nc2ccc(N3CCCCC3)cc2)C1=O (stereo unspecified) | -11
CCOc1ccc(NC(=O)CN(C)C(=O)COc2cccc3c2OC(C)(C)C3)cc1OCC | -7
Cc1noc(C)c1CSc1ccccc1C(=O)N1CCN(c2ccccc2)CC1 | -4
COC(=O)C1=C(C)N(Cc2cccnc2)C(=O)C1 | 7
CN1CCN(C(=O)c2ccc3c(c2)OCCO3)CC1 | 3
COc1ccc(N2CCN(C(=O)c3ccc(N(C)S(=O)(=O)c4ccc(C)cc4)cc3)CC2)cc1 | -3
NC(=O)C1CCCN(C(=O)CNC(=O)C23CC4CC(CC(C4)C2)C3)C1 (stereo unspecified) | 0
COc1ccc(NC(=O)CN2C(=O)c3ccccc3S2(=O)=O)cc1S(=O)(=O)N1CCOCC1 | 1
Cn1cccc1Cc1nnc(SCC(=O)Nc2ccc(F)cc2)n1-c1ccc(F)cc1 | 0
Cc1cccc(NC(=O)C2CCN(S(=O)(=O)c3c(C)noc3C)CC2)c1 | -2
Cc1cc(NS(=O)(=O)c2ccc3c(c2)CCC(=O)N3)ccc1Cl | 1
C=CCC[C@H](Cc1ccc(F)cc1)C(=O)OC[C@@H](Cc1c[nH]c2ccccc12)NC(=O)[C@@H](CC=C)CC(=O)N[C@@H](CO)Cc1ccccc1 | -5
COc1ccc(Nc2nc(C)c3ccccc3n2)cc1 | 3
Cc1ccc(OCc2nnc(SCC(=O)Nc3cccc4ccccc34)n2Cc2ccco2)cc1 | 2
CC(=O)C[C@@H](O)CC(=O)[C@H]1OC(=O)[C@H](C)C/C=C\Cc2ccccc21 | -2
O=C(Nc1ccc2c(c1)OCO2)c1ccc(Cl)c(S(=O)(=O)N2CCOCC2)c1 | -1
COc1cc(C(=O)N(Cc2cccc(Cl)c2)C2CCS(=O)(=O)C2)cc(OC)c1OC (stereo unspecified) | -4
COc1ccccc1C1(O)CCN(C(=O)c2cccs2)CC1 | 2
CCN(CC)CCSc1nc(O)c(Cc2ccccc2)c(=O)n1-c1ccccc1 | 1
COc1ccc(N2C(=O)CC(Sc3n[nH]c(-c4ccccc4)n3)C2=O)cc1 (stereo unspecified) | -8
Cc1cc(F)ccc1NC(=O)C1CCN(S(=O)(=O)c2ccc3c(c2)CCCC(=O)N3)CC1 | -2
CCN(CC)c1ccc(/C=N/n2c(=S)[nH]nc(C)c2=O)cc1 | -5
CCn1cc(C(=O)NC2CCCCC2)c(=O)c2cc(S(=O)(=O)N(C)C)ccc21 | 3
Cc1cccc(NC(=S)N(CCN(C)C)C(C)c2ccccn2)c1 (stereo unspecified) | 5

15 entries out of the list, sorted by SMILES length, descending:
SMILES | TbREL1 inh
C=CCC[C@H](Cc1ccc(F)cc1)C(=O)OC[C@@H](Cc1c[nH]c2ccccc12)NC(=O)[C@@H](CC=C)CC(=O)N[C@@H](CO)Cc1ccccc1 | -5
COc1ccc(N2CCN(C(=O)c3ccc(N(C)S(=O)(=O)c4ccc(C)cc4)cc3)CC2)cc1 | -3
COc1ccc(NC(=O)CN2C(=O)c3ccccc3S2(=O)=O)cc1S(=O)(=O)N1CCOCC1 | 1
Cc1cc(F)ccc1NC(=O)C1CCN(S(=O)(=O)c2ccc3c(c2)CCCC(=O)N3)CC1 | -2
COc1cc(C(=O)N(Cc2cccc(Cl)c2)C2CCS(=O)(=O)C2)cc(OC)c1OC (stereo unspecified) | -4
O=C(Nc1ccc2c(c1)OCO2)c1ccc(Cl)c(S(=O)(=O)N2CCOCC2)c1 | -1
COc1ccc(N2C(=O)CC(Sc3n[nH]c(-c4ccccc4)n3)C2=O)cc1 (stereo unspecified) | -8
NC(=O)C1CCCN(C(=O)CNC(=O)C23CC4CC(CC(C4)C2)C3)C1 (stereo unspecified) | 0
Cc1cccc(NC(=O)C2CCN(S(=O)(=O)c3c(C)noc3C)CC2)c1 | -2
CCN(CC)CCSc1nc(O)c(Cc2ccccc2)c(=O)n1-c1ccccc1 | 1
Cc1cc(NS(=O)(=O)c2ccc3c(c2)CCC(=O)N3)ccc1Cl | 1
CCN(CC)c1ccc(/C=N/n2c(=S)[nH]nc(C)c2=O)cc1 | -5
Cc1cccc(NC(=S)N(CCN(C)C)C(C)c2ccccn2)c1 (stereo unspecified) | 5
COc1ccccc1C1(O)CCN(C(=O)c2cccs2)CC1 | 2
COc1ccc(Nc2nc(C)c3ccccc3n2)cc1 | 3

Further structures follow:
SMILES | TbREL1 inh
O=C(COC(=O)C1CC1)Nc1ccc2[nH]c(=O)[nH]c2c1 | -2
COc1ccc(/C=C/C(=O)NCCc2ccc(OC)c(OC)c2)cc1 | -1
CCN1C(=O)c2cccc3c(S(=O)(=O)NCc4ccco4)ccc1c23 | 4
CC(=O)c1c(COC(=O)c2ccccc2)nc2ccccc2[n+]1[O-] | 6
CN(C)Cc1cc(C(C)(C)c2cc(CN(C)C)c(O)c(CN(C)C)c2)cc(CN(C)C)c1O | 8
CCCCCc1nnc(N)s1 | -1
CCC(c1nnnn1Cc1ccc2c(c1)OCO2)N1CCN(c2ccc(OC)cc2)CC1 (stereo unspecified) | -3
CC(C)Sc1nc2c(c(=O)[nH]c(=O)n2C)n1CC(O)COc1ccccc1 (stereo unspecified) | 0
CCN(Cc1ccccc1)C(=O)Cn1c(=O)oc2ccccc21 | 1
OCc1nc2ccccc2n1CC(O)COc1ccccc1 (stereo unspecified) | 4
COc1ccc(OCc2nn3c(-c4ccccc4)nnc3s2)cc1 | 0
Clc1ccc2oc(-c3ccccn3)nc2c1 | -1
COc1ccc(-c2noc(CCC(=O)N3CCC(C)CC3)n2)cc1 | -1
O=C(O)c1ccccc1C(=O)N1CCN(S(=O)(=O)c2cccc(C(F)(F)F)c2)CC1 | -2
Cc1cccc(OCCC(=O)Nc2ccc(N3CCOCC3)cc2N2CCOCC2)c1 | 0
COc1ccc(NC(=O)C2(C)Cc3c(-c4ccc(NC(C)=O)cc4)ccnc3O2)cc1OC (stereo unspecified) | -1
CC(C)(C)N(NC(=O)Nc1cccc(F)c1)C(=O)c1ccccc1Cl | -2
O=C(NNC(=O)c1ccc2ccccc2c1)c1ccc(Cl)c(Cl)c1 | 1
CC(C)c1ccc(-c2nnn(Cc3nc4ccccc4s3)n2)cc1 | 4
Cc1ccc(C(=O)NNC(=O)CCCN2C(=O)/C(=C/c3ccccc3Cl)SC2=S)cc1 | 0
Cc1cc(C)nc(SCC(=O)N(C)C)n1 | 0
O=S1(=O)CCO[C@H]2Cc3ccccc3[C@H]2N1Cc1ccccc1Br | -2
COc1ccc(OC)c(C2C3=C(CCCC3=O)NC3=C2C(=O)CCC3)c1 | 0
COc1cc(NS(=O)(=O)c2ccc(NC(=S)NC(=O)c3cccs3)cc2)nc(OC)n1 | 0
COc1ccccc1NC(=S)N(Cc1ccc(Cl)cc1)CC1CCC(C(=O)O)CC1 (stereo unspecified) | -2
COc1cccc(CN2CCC2(C)C(=O)Nc2cccc3cccnc23)c1F (stereo unspecified) | 2
CC1CCCCC1NC(=O)COC(=O)c1ccccc1NC(=O)c1ccco1 (stereo unspecified) | -3
CCOC(=O)c1ccn(CSc2c(F)c(F)cc(F)c2F)n1 | 0
O=C(Nc1ccccc1)C1=C[C@@H](c2ccc(Br)cc2)C[C@@H](OCc2ccc(CO)cc2)O1 | 2
CSCCC(NC(=O)COc1ccccc1)C(=O)OCC(=O)c1ccccc1 (stereo unspecified) | -3
COc1cccc(S(=O)(=O)N2CCN(c3ccccc3F)CC2)c1 | 8
CC(C)C(NC(=O)[C@H](Cc1ccccc1)NC(=O)OCc1ccccc1)P(=O)(O)OC(Cc1ccccc1)C(=O)O (stereo partly specified) | 5
CC(C)(C)NNC(=S)Nc1ccc(S(=O)(=O)N2CCOCC2)cc1 | -3
CCOC(=O)[C@]12CCCC=C1N(Cc1ccc3c(c1)OCO3)C(=O)[C@H](CC(=O)N1CCC(c3ccccc3)CC1)C2 | -3
CN(Cc1ccccc1)C(=O)c1ccc(NC(=O)C2CCN(C(=O)OC(C)(C)C)CC2)cc1 | 1
Cc1noc(C)c1CSCC(=O)Nc1cc(Cl)ccc1N1CCCCC1 | -1
CCCCn1c(N)c(N(CCOC)C(=O)c2cccc(S(=O)(=O)N(C)c3ccc(C)cc3)c2)c(=O)[nH]c1=O | 6
C=CCn1c(SCC(=O)Nc2ccc(Br)cc2)nc(O)c(CC)c1=O | -5
C=CCSc1nnc(Cn2c(=O)sc3ccccc32)n1C | -1
Cc1nc2nc(-c3cccnc3)[nH]n2c(=O)c1Cc1ccccc1 | 7
COC(=O)CSc1nc(-c2ccccc2)cc(-c2ccco2)c1C#N | 3
COc1ccc(Cl)cc1-c1cc(C(=O)Nc2ccc(C(C)(C)C)cc2)[nH]n1 | 9
O=C(O)c1cn(C2CCCCC2)c2ccccc2c1=O | 3
COc1ccc(C(C)=O)cc1COc1ccc(Cl)cc1Cl | -3
CCOC(=O)N1CCC(Nc2c(NCCCN(CC)c3cccc(C)c3)c(=O)c2=O)CC1 | -8
COc1ccc(CC(=O)OCC(=O)c2ccc[nH]2)cc1 | 0
O=C1CC(c2ccccc2)NC(=O)N1 (stereo unspecified) | 4
COc1ccc2c(c1)[nH]c1c(=O)n(/N=C/c3ccc(OC)c(CN4CCCC4)c3)cnc12 | 3
O=C(C1=C[C@@H](C2CC2)C[C@@H](OCCCCO)O1)N1CCOCC1 | 0
CC1CCN(c2ccc(C(=O)NCCc3ccccc3)cn2)CC1 | 3
COc1cc([N+](=O)[O-])ccc1NC(=S)NCc1ccccn1 | 1
COc1cccc(C(=O)NNC(=O)CCC(=O)O)c1 | -3
NC(=O)CCN1CCN(C(=O)c2ccc3nc(Cc4cccc(Cl)c4)oc3c2)CC1 | 6
O=C(COC(=O)/C=C/c1ccc2c(c1)OCO2)Nc1ccccc1 | 6
COC(=O)CC1COc2ccccc2N1C(=O)c1ccc(OC)cc1 (stereo unspecified) | 0
Oc1c(Br)cc(Br)cc1/C=N/c1nccs1 | 2
CN1CCN(C(=S)SCC(=O)N2CCCc3ccccc32)CC1 | 3
CCN(CC)C(=O)Cn1nc(Cc2ccncc2)c2ccccc2c1=O | -1
O=C(CCN1C(=O)C2C3C=CC(C4CC34)C2C1=O)Oc1cccc2cccnc12 (stereo unspecified) | 2
O=C(NCCC(F)(F)F)c1cccc2c(-c3ccc(F)c(F)c3)coc12 | 5
The results go on:
SMILES | TbREL1 inh
Cc1ccc(S(=O)(=O)N2[C@@H](c3ccc(Cl)cc3)C(C(=O)O)=CC[C@H]2c2ccc(Cl)c(Cl)c2)cc1 | 2
CCN(CC)c1ccc(NC(=O)CSc2nnc(SCc3ccc(Cl)cc3)s2)cc1 | -2
CC1(C)Cc2c(C#N)c(NCCO)nc(-c3ccco3)c2CO1 | 4
Cc1c(C(=O)N2CCOCC2)oc2c1C(=O)CC(C)(C)C2 | 4
CCOc1ccccc1Nc1cc(C)nc2nc(C)nn12 | 0
O=C(Nc1ncc(Cc2ccccc2)s1)C1=NCCN1 | 4
N#CCC(=O)N/N=C/c1cc([N+](=O)[O-])ccc1N1CCOCC1 | 2
Cc1ccc(C)c(NC(=O)c2cc(-c3ccc(Cl)cc3)nc3ccccc23)c1 | 3
COc1cc(/C=N/Nc2ncc(C(F)(F)F)cc2Cl)cc(OC)c1O | -2
CCc1nc2c(OCCC3CCCCC3)cccn2c1N(C=O)Cc1ccc(OC)cc1 | -4
O=C(COC(=O)CSc1nnc(-c2ccc(Cl)cc2)o1)Nc1cc(Cl)ccc1Cl | 10
COCc1nnc(NC(=O)CSc2ccc(C)cc2)s1 | 1
COC(=O)c1ccc(CNCC(O)COc2ccc(-c3ccccc3)cc2)cc1 (stereo unspecified) | 3
NC(=O)c1ccc(NC(=O)Nc2ccc3c(c2)OCO3)cc1 | -1
CS(=O)(=O)Nc1ccc(S(=O)(=O)N2CCCCCC2)cc1 | 2
COc1cc2nc(CN3CCN(S(=O)(=O)c4ccc(C)c(C)c4)CC3)[nH]c(=O)c2cc1OC | -2
CC(=C\C(=O)O)/C(=C/c1ccco1)C(=O)O | 2
Cc1ccc(N=C2NC(=O)/C(=C/c3cccn3C)S2)cc1C | -1
CC(C)(C)NC(=O)CN(C(=O)CS(=O)CC(=O)Nc1ccc(F)cc1)c1ccc(Cl)cc1 (stereo unspecified) | -4
CS(=O)(=O)Nc1ccc(C(=O)N2CCN(c3ccccc3F)CC2)cc1 | -1
CC(C)C[C@H](NC1(C(=O)NCCc2c[nH]c3ccccc23)CCN(C)CC1)C(=O)NCCCc1ccccc1 | 2
CCOC(=O)[C@]12CCC=C1N(CCC1=CCCCC1)C(=O)[C@H](CC(=O)NCC1CCCCC1)C2 | -6
CCCCCn1c(N(C)Cc2ccccc2)nc2c1c(=O)[nH]c(=O)n2C | 0
O=[N+]([O-])c1cc(Br)c2nsnc2c1N1CCOCC1 | -1

Looked up by structure from above (2):
SMILES | TbREL1 inh
CC(C)(C)NC(=O)CN(C(=O)CS(=O)CC(=O)Nc1ccc(F)cc1)c1ccc(Cl)cc1 (stereo unspecified) | -4
COC(=O)c1ccc(CNCC(O)COc2ccc(-c3ccccc3)cc2)cc1 (stereo unspecified) | 3

Additional structures.
SMILES | TbREL1 inh
COc1ccccc1C(=O)NCCC(=O)N1CCN(S(=O)(=O)c2cccc(Cl)c2)CC1 | 3
Cc1ccc(S(=O)(=O)NCCC(=O)NCCCSc2ccccc2)cc1 | -3
CCOC(=O)Nc1sc(NS(=O)(=O)c2ccccc2)nc1C | -4
COc1ccc(C(c2c(O)nc(SC)n(C)c2=O)c2c(O)nc(SC)n(C)c2=O)cc1O | -1
CCOC(=O)Nc1ccc2c(c1)N(C(=O)N1CCN(C)CC1)c1ccccc1CC2 | 8
O=C(NC1CCN(C(=O)Nc2ccc(F)cc2)CC1)c1ccccc1F | 0
O=c1[nH]c(SCc2ccccc2F)nc2ccccc12 | -1
COCCn1c(C23CC4CC(CC(C4)C2)C3)n[nH]c1=S | -6
COc1ccc(CNC(=O)CCN2C(=O)[C@@H]3Cc4ccccc4CN3C2=O)cc1 | 3
O=C(Nc1ccc(Br)cc1F)c1ccc2nsnc2c1 | 5
CCOC(=O)CSC1=NC(=O)/C(=C/c2ccc(Br)cc2)S1 | 1
CC(=O)Oc1ccc(Cn2c(C)c(C(=O)NCc3ccccc3C(F)(F)F)sc2=O)cc1 | -2
O=C(CN1C(=O)C2CC=CCC2C1=O)N1CCN(S(=O)(=O)c2ccccc2)CC1 (stereo unspecified) | 5
Cc1noc(C)c1C(=O)OC(C)C(=O)Nc1ccc2c(c1)OCO2 (stereo unspecified) | 0
